COUP-TFII inh: inhibitors of human COUP-TFII (NR2F2); HEK293T NGFI-A luciferase reporter, luminescence; inhibition, % at 8.6 µM; 370,000 compounds, 0.7% hits; AID 686940;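 active = inhibition above a per-plate cutoff, mean inhibition of test wells between control levels plus 3 SD, cut at about 38% in these data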;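 also: cells cotransfected with COUP-TFII expression vector driving the NGFI-A reporter; 0% = median of COUP-TF2 test wells and 100% = reporter-only cells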
Target sequence (P24468 whole entry, looked up): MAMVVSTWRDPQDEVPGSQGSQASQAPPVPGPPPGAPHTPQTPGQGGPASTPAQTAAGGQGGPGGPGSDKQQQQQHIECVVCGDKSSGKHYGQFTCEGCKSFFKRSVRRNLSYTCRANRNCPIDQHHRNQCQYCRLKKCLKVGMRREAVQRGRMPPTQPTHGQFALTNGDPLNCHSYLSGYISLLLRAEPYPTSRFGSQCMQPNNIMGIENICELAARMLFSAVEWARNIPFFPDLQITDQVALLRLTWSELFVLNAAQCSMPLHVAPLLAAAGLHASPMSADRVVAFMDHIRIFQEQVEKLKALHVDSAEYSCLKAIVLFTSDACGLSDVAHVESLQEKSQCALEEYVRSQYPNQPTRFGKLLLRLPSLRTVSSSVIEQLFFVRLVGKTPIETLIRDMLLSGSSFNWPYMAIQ
SRC1 inh: inhibitors of human steroid receptor coactivator 1 (SRC1); Q15788; HEK293 GAL4-SRC1 luciferase reporter, luminescence; inhibition, % at 3.6 µM; 360,000 compounds, 0.12% hits; AID 588354;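 active = inhibition above the campaign mean plus 3 SD, with each screening campaign given its own cutoff, cut at about 60% in these data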;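 also: 0% = DMSO treated cells and 100% = gossypol at 36 µM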
NOD2 RIPK2 PPI: inhibitors of human NOD2-RIPK2 interaction; CHO BLA complementation NOD2-RIPK2, CCF4 ratio; inhibition, % at 4.98 µM; 360,000 compounds, 0.38% hits; in the data active = inhibition above about 21%;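 also: 0% = vehicle only and 100% = reference blocker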
Target sequence (O43353 whole entry, looked up): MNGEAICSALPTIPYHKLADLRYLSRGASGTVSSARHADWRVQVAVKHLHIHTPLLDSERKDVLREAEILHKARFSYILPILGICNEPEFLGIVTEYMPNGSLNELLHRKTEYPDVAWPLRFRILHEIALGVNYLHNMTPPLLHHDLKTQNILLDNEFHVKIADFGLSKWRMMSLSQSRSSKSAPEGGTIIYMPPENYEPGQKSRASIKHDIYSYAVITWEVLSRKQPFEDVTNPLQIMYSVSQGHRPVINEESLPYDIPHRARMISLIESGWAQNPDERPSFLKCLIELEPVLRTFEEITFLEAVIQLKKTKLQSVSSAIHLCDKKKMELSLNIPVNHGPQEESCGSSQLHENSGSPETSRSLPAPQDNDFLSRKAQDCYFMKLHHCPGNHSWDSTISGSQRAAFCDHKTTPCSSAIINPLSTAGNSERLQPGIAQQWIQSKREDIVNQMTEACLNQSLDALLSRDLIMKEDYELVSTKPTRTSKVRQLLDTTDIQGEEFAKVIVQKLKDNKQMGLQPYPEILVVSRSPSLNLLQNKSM
NR5A2 inv ag: inverse agonists of human LRH-1 (NR5A2); O00482; HEK293T StAR-luciferase reporter, LRH-1 transfected, 24 h; inhibition, % at 3.6 µM; 360,000 compounds, 0.13% hits;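 active = inhibition above the mean inhibition of all tested compounds plus 3 SD, cut at about 73% in these data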;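 also: 0% = DMSO wells and 100% = reporter-only cells lacking LRH-1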
TROY NFkB inh: blocks TROY-dependent signaling in reporter cells | Q293 LMP1-TROYcd NF-kB luciferase reporter, 4 h | inhibition, % at 10 µM | 360,000 compounds, 0.98% hits | AID 1347056;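 active = compounds whose plate-normalised and pattern-corrected inhibition of the luciferase reporter signal at the single screening dose is 50% or more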
SRC3 inh: inhibitors of human steroid receptor coactivator 3 (SRC3); 360,000 compounds, 0.17% hits; AID 588352; inhibition, % at 3.6 µM; HEK293 GAL4-SRC3 luciferase reporter, luminescence;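 active = inhibition above a per-campaign cutoff, the mean of all compounds plus 3 SD, cut at about 60% in these data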;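 also: 0% = DMSO-treated cells and 100% = gossypol-treated cells at 36 µM; higher means less SRC3-driven luciferase light from the GAL4 reporter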
TWEAK-Fn14 inh: blocks TWEAK-Fn14 interaction in a reporter cell assay; inhibition, % at 10 µM; 360,000 compounds, 2% hits; AID 1159606; TWEAK-stimulated Fn14 reporter cells, luciferase luminescence, 8 h; in the data active = inhibition above about 50%
TLR9-MyD88 block: blocks human TLR9 binding to MyD88. Q9NR96+Q99836. CHO BLA complementation TLR9-MyD88, CCF4 FRET ratio. inhibition, % at 4.98 µM. 340,000 compounds, 0.21% hits;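 active = inhibition above the mean over all tested compounds plus 3 SD, cut at about 21% in these data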;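 also: 0% = DMSO only wells and 100% = clavulanate BLA inhibitor control wells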
Granule exo inh: lytic granule exocytosis inhibition; 360,000 compounds, 0.66% hits; TALL-104 LAMP-1 surface exposure, flow cytometry; cells stimulated with thapsigargin and PMA; inhibition, % at 10 µM;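 active = inhibition above about 55%, limit read from the data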
SRC2 inh: inhibits human steroid receptor coactivator 2; 370,000 compounds, 0.17% hits; inhibition, % at 9 µM; Q15596; HEK293 GAL4-SRC2 luciferase reporter, luminescence;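 active = inhibition above the mean inhibition of all tested compounds plus 3 SD, set per campaign, cut at about 52% in these data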;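 also: 0% = DMSO treated cells and 100% = cells given Gossypol at 36 µM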
ABHD5 PLIN5 PPI: inhibitors of human ABHD5-perilipin-5 interaction | 360,000 compounds, 0.78% hits | Q00G26+Q8WTS1 | inhibition, % at 4 µM | Split G. princeps luciferase complementation, luminescence, 4 h;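 active = inhibition above the mean inhibition across every tested compound plus 3 SD, cut at about 22% in these data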;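 also: 0% = DMSO only wells and the 100% control is not disclosed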
An asterisk follows results filed as active; x = no result given; & = joins results of further samples.

SMILES	COUP-TFII inh	SRC1 inh	NOD2 RIPK2 PPI	NR5A2 inv ag	TROY NFkB inh	SRC3 inh	TWEAK-Fn14 inh	TLR9-MyD88 block	Granule exo inh	SRC2 inh	ABHD5 PLIN5 PPI
CC(=O)c1c(C)[nH]c(C(=O)COc2cc(C)ccc2C(C)C)c1C	69.0*	24.2	-12.9	45.6	48.5	23.2	63.9*	1.6	0.8	44.1	0.6
Cc1c(Cl)cccc1NC(=S)NC(=O)CCN1C(=O)c2ccccc2C1=O	-6.1	14.1	6.1	2.7	9.7	5.7	-20.3	-8.6	8.1	-17.1	-5.1
Cc1ccc(S(=O)(=O)/N=C(\c2ccccc2)N(C)S(=O)(=O)c2ccc(C)cc2)cc1	-5.2	-20.8	6.0	4.3	0.6	-2.3	-0.3	-9.6	-0.5	-16.6	-9.0
CCOC(=O)c1c(NC(=S)Nc2ccccc2)sc2c1CC(C)(C)SC2	-7.4	-14.9	2.2	10.2	-17.9	9.5	21.4	-0.2	0.7	-24.5	-5.8
O=c1c2cnn(-c3ccccc3Cl)c2ncn1Cc1cccnc1	-10.4	0.0	-8.0	-11.3	-8.4	10.6	8.2	-6.3	0.7	-8.9	10.3
COc1ccccc1NC(=O)Cc1nc(=O)[nH]c(=O)[nH]1	-8.4	-0.7	-9.7	-21.3	-11.3	-13.9	1.2	2.0	-5.9	-17.2	4.7
O/N=C(\Cc1cscn1)c1ccc(O)cc1O	-19.4	4.1	-0.7	2.9	-17.4	8.6	-5.0	-10.8	-2.9	23.9	-3.6
COc1ccc(C(=O)OCC(=O)Nc2ccc(F)c(F)c2F)cc1OC	14.7	2.8	-0.8	8.7	-16.6	7.6	4.1	7.5	-1.4	-18.2	3.6
O=c1[nH]c(CSc2nnc(-c3ccccc3)n2-c2ccccc2)nc2ccccc12	-3.0	-27.5	-21.5	5.6	19.7	7.7	-5.1	-7.2	4.8	-6.5	11.4
Cn1cc(Br)c(-c2cccc(NC(=O)CCC(=O)O)c2)n1	-27.3	8.7	-8.0	-12.1	6.6	6.9	25.2	6.0	-17.9	-32.3	10.1
O=C(Nc1ccc(Cl)cc1)OCCN1CCOCC1	0.7	-44.8	-3.6	-21.7	-20.8	-29.2	8.1	2.5	10.3	-55.2	-1.0
COc1ccc(C(C)(NC(C)=O)c2nc(-c3cc(F)cc(F)c3)cs2)cc1 (stereo not given)	-9.6	17.2	-4.6	-17.3	4.9	-2.6	-6.8	x	-7.9	-1.8	4.3
CN(C)c1nc(N)nc(CSc2nnnn2C)n1	-15.1	-18.2	-1.3	-2.6	-15.3	-25.6	-5.2	0.8	1.0	11.3	4.0
COc1cc(OC)cc(C(=O)NC(C(=O)NCc2ccccn2)C(C)C)c1 (stereo not given)	12.1	-7.5	-6.2	-5.5	-6.1	2.5	0.5	4.2	-0.3	20.1	2.5
COCCNC(=O)CN(C(=O)Cn1nnc2ccccc21)c1ccc(C)cc1	-6.6	-2.9	-22.5	-0.8	-2.5	11.2	2.9	-9.1	-0.9	9.9	-1.3
COc1ccc(S(=O)(=O)N2CCC3(CC2)OCCN3S(=O)(=O)c2ccc(OC)cc2)cc1	-19.9	-0.2	0.3	16.4	8.8	27.3	-5.7	-12.9	-2.8	2.1	-0.5
Cc1ccc(OCc2ccc(C#N)cc2)c(C(=O)c2cc(C#N)c(=O)n(C3CC3)c2)c1	5.0	-2.2	-7.7	17.4	-2.1	-1.1	9.6	2.9	-8.9	-6.8	-3.8
CC1CCN(C(=S)NC(=O)c2cccc([N+](=O)[O-])c2)CC1	8.0	-0.6	-6.7	-3.0	1.6	7.2	-17.9	-8.2	-1.3	-6.0	-10.6
Cc1ccc(C)c(N2CCN(C(=O)CCn3c(=S)[nH]c4cc5c(cc4c3=O)OCO5)CC2)c1	7.2	-1.7	9.5	5.8	25.5	15.6	-29.9	-4.5	-3.5	-17.2	-3.3
C[C@@H](NC(=O)Cn1cnc2c(OCc3ccccc3)ncnc21)c1cccc2ccccc12	-14.5	-7.7	-9.6	14.7	-5.5	-2.3	-4.5	-1.7	12.2	-35.8	3.6

Some of these compounds in order of the SRC2 inh value, low to high.
SMILES | SRC2 inh
COc1ccccc1NC(=O)Cc1nc(=O)[nH]c(=O)[nH]1 | -17.2
COc1ccc(S(=O)(=O)N2CCC3(CC2)OCCN3S(=O)(=O)c2ccc(OC)cc2)cc1 | 2.1
COCCNC(=O)CN(C(=O)Cn1nnc2ccccc21)c1ccc(C)cc1 | 9.9

Following part.
SMILES	COUP-TFII inh	SRC1 inh	NOD2 RIPK2 PPI	NR5A2 inv ag	TROY NFkB inh	SRC3 inh	TWEAK-Fn14 inh	TLR9-MyD88 block	Granule exo inh	SRC2 inh	ABHD5 PLIN5 PPI
CCN(CC)C(=O)C1=C(C)N(CCCN2CCCC2=O)C(=O)C(CC(=O)NC(c2ccccc2)c2ccccc2)C1 (stereo not given)	1.8	6.8	3.3	-24.4	-0.1	-3.2	29.1	1.6	-4.7	-10.1	0.8
Cc1ccc2nc(NC(=O)/C=C/c3ccc4c(c3)OCO4)sc2c1	9.0	-3.4	-5.3	11.8	-27.8	5.7	-12.9	4.2	-3.3	9.7	-0.2
O=C(NNC(=S)NCc1ccco1)c1ccc(S(=O)(=O)N2CCOCC2)cc1	-3.0	-6.9	0.2	11.2	-0.9	19.7	23.8	4.3	-1.2	1.4	-3.2
Cc1noc(C)c1COC(=O)Cc1ccc(Br)cc1	-9.7	-24.6	-3.0	-6.7	-3.8	2.9	-18.1	10.4	-1.3	10.1	-11.5
CC(C(=O)Nc1ccc(Cl)cc1)c1ncc(C(F)(F)F)cc1Cl (stereo not given)	11.3	15.3	-4.8	0.2	18.1	18.5	9.7	4.0	-6.4	5.8	-5.7
COCC(=O)N1CCC(Oc2ccc(C(=O)N(C)Cc3nccs3)cc2)CC1	1.7	-0.8	-2.7	9.4	-0.6	-16.0	-12.3	3.8	0.6	11.3	-0.3
Cc1cccc(NC(=O)CC2S/C(=N/c3nccs3)N(C)C2=O)c1 (stereo not given)	-7.0	-15.2	1.3	5.7	-1.1	-7.4	-21.2	-6.5	-3.5	5.2	6.2
Cc1ccc(C)c(Cn2c(=O)n(CCC(=O)NCc3ccco3)c(=O)c3sccc32)c1	14.0	5.0	-8.1	4.7	1.3	7.9	9.8	-4.5	-1.4	-4.2	0.4
O=C(C[C@H]1C/C=C\C[C@@H](Cc2ccc(F)cc2)C(=O)O[C@H](c2ccccc2)CNC1=O)N[C@@H](CO)Cc1ccccc1	2.1	-4.0	-7.6	-1.0	1.4	-1.5	-14.1	-0.7	-0.2	-20.5	0.9
O=C(c1ccc(Cn2cc(Cl)cn2)o1)N1CCN(Cc2ccc3c(c2)OCO3)CC1	x	3.9	-17.2	13.3	16.9	11.0	-32.5	-6.5	0.3	x	5.4
CCCOC(=O)N[C@@H]1C(=O)N2C(C(=O)OCCC)=C(C)CS[C@H]12	7.9	-6.0	12.5	-22.3	1.7	7.5	3.4	3.1	3.0	-3.5	8.2
Cc1c(C(=O)NCc2ccc(F)cc2)sc(=O)n1Cc1ccc(Cl)c(Cl)c1	11.2	-19.3	8.1	20.5	28.7	11.1	17.7	x	-6.0	-22.8	-19.1
CCN(CC)CCCC(C)NC(=O)c1ccc(C(F)(F)F)cc1 (stereo not given)	22.5	-0.7	-12.9	10.2	2.6	3.0	8.2	4.2	-2.3	8.4	1.9
COc1cccc(C(=O)N2CCN(Cc3cc(Br)ccc3OC)CC2)c1	6.5	19.4	0.1	-0.9	19.6	-19.4	0.5	8.2	2.9	15.6	6.8
Cc1cccc(Nc2ccc([N+](=O)[O-])cc2C(=O)O)c1	1.3	-6.9	-0.3	-10.6	-18.9	-2.4	1.0	-2.7	9.5	-8.8	0.9
CC(C)c1ccc(NC2CCCN(C(=O)c3cnsn3)C2)cc1 (stereo not given)	-2.5	3.8	-17.9	7.4	-14.8	10.6	1.6	-0.3	1.1	15.8	-5.9
COC(=O)c1ccsc1NC(=O)CN1CCN(Cc2ccc3c(c2)OCO3)CC1	9.9	-12.0	0.5	0.5	4.5	-0.3	-10.1	-0.6	-1.0	3.8	1.8
COc1cc2c(O)cc(C(=O)O)c(-c3cc(OC)c(OC)c(OC)c3)c2cc1OC	-4.2	1.9	-2.9	-5.6	0.7	3.1	3.0	-0.1	1.3	5.3	2.6
CCC(CC)C(=O)c1c[nH]c(C(=O)NCc2ccco2)c1	1.2	-2.4	1.9	0.1	-5.2	-3.6	-13.7	3.1	-0.9	-7.3	3.0
O=C(N/N=C/c1cccnc1)c1cccc(NC(=O)c2ccccc2Cl)c1	-11.0	-6.5	-4.6	-10.1	-37.5	-15.4	27.8	-6.4	-31.7	-51.3	-0.1
Cc1ccc(C)c(NC(=O)CSc2nnc(-c3ccco3)o2)c1	-22.7	8.6	2.8	2.7	-3.6	11.8	3.5	7.0	-4.7	-34.5	-4.6
CN1CCc2c(sc3c2C(=O)NC(/C=C/c2ccco2)N3)C1 (stereo not given)	3.5	-14.1	-6.3	-19.7	-0.3	5.9	-4.6	-12.0	1.6	-31.8	-3.0
CC(OC(=O)c1cc(=O)[nH]c2ccccc12)C(=O)Nc1ccccc1F (stereo not given)	-1.5	-2.7	2.2	14.9	-13.0	-3.4	10.3	-3.7	-4.1	18.9	5.8
CCOc1cc(NC(=S)NC)c(OCC)cc1NC(=O)c1ccc(OC)cc1	1.8	-15.3	2.8	4.2	0.3	12.8	-3.1	-3.9	-4.3	-10.5	0.0
COc1cc(/C=C/C(=O)Oc2coc(CSc3ncccn3)cc2=O)cc(OC)c1OC	-0.2	10.2	2.5	-9.7	3.6	10.2	22.7	1.3	-3.9	-25.8	3.2
COc1ccc2c(C=Nc3c(C)n(C)n(-c4ccccc4)c3=O)c(O)n(Cc3ccco3)c(=O)c2c1	14.8&7.5	-13.9&-9.3	-6.5&1.1	13.1&0.3	-12.4&-1.8	3.1&1.9	-21.3&7.1	1.5&-1.6	3.6&0.0	-3.2&14.9	10.7&-1.8
COc1cc(/C=N/N(C)C2=NS(=O)(=O)c3ccccc32)cc(OC)c1OC	6.3	9.4	-4.6	5.5	-12.5	4.8	-10.2	-8.2	2.8	-23.9	-0.9
CCc1cc(CNC(=O)c2ccc(OC3CCN(C(C)=O)CC3)c(OC)c2)on1	12.8	-23.4	1.7	6.0	-3.4	-4.9	-2.1	7.8	1.4	-7.3	-5.1
Cc1csc(NC(=O)CCC(=O)N(CC(=O)NC2CCCCC2)c2ccccc2)n1	20.6	2.5	1.1	14.0	3.9	9.9	29.6	-2.4	-10.2	5.8	2.4
Nc1cc(=O)[nH]c(SCC(=O)Nc2cccc(Cl)c2)n1	4.1	-28.0	-4.6	-4.0	-2.5	5.6	-16.0	2.6	-0.1	-5.1	1.9
Cc1cccc2nc(-c3ccco3)c(Nc3ccc4c(c3)OCCO4)n12	-7.6	-3.6	1.1	-14.9	7.3	16.6	3.2	0.8	1.6	6.8	-0.2
Cc1ccc(C)c(N2CCN(C(=O)CSc3ccsc3[N+](=O)[O-])CC2)c1	3.2	5.9	-0.3	-3.3	9.5	12.8	15.7	-7.0	16.4	7.9	7.9

Only part of the results is shown; rates above refer to the full screens.
